Compound activity deposited in PubChem BioAssay by National Center for Advancing Translational Sciences (NCATS).
LDHA block = qHTS assay for inhibitors of human lactate dehydrogenase; purified LDHA, NADH/diaphorase-resazurin fluorescence; hits give low values; 0.15% of 480,000 active; L-lactate dehydrogenase A chain (Homo sapiens), P00338; activity change, % (values are at about 110 or 230 µM); in the data active = activity change below about -30%; inconclusive = mostly about -25% to -30%;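 also: plate controls were DMSO wells for no effect and wells without enzyme for full effect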
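Human LDH5 (2 nM) was incubated with 0.06 mM NADH and 0.2 mM pyruvate for 5 min at room temperature in Tris pH 7.4. Remaining NADH was coupled through diaphorase/resazurin, and resorufin fluorescence was read at 0 and 20 min.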
Vif-APOBEC3F blk = qHTS for Inhibitors of Vif-A3F Interactions: qHTS. HeLa A3F-eYFP + Vif (tagged APOBEC3F with the HIV-1 protein that degrades it), YFP fluorescence increase. Potency, µM (highest dose often 46.1 µM), for inactives: at the top dose activity, negative = active. 0.2% of 390,000 active; also: potency is read from the fitted curve at half-maximal effect; % of control where 0% means no effect; nearly all actives have a fitted effect of over 65% in size
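HeLa cells stably expressing Vif plus C-terminally eYFP-tagged A3F were seeded, incubated overnight at 37 deg C, dosed with compound, incubated overnight again at 37 deg C. Yellow fluorescence (Ex 488/Em 500-530) reported blocked Vif-mediated A3F-eYFP degradation.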
D2 agonist = HTS Assay for Allosteric Agonists of the Human D2 Dopamine Receptor: Primary Screen for Agonists; HEK293 T-REx D2 cells, calcium flux agonist mode; D(2) dopamine receptor (Homo sapiens), P14416; 0.53% of 340,000 active; activation, % at 2 µM;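 active = activation over 3 SD above normal in the single-dose calcium agonist read, cut at about 30% in these data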; also: 0% is about no effect
Target sequence (P14416 whole entry, looked up): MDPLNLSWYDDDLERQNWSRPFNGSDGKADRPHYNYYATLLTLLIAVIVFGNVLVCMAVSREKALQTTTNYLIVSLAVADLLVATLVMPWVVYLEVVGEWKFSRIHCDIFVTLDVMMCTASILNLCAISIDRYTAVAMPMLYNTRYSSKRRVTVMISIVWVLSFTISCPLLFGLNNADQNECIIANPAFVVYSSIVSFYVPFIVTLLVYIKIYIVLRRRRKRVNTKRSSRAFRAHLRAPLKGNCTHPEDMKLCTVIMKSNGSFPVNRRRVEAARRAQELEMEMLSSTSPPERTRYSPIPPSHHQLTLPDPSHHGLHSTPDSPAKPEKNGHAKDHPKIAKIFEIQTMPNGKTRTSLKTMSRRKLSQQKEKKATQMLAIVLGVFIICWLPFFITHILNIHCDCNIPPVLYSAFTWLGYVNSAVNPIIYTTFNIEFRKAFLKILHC
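Agonism scored from kinetic calcium signal (1 read/sec, 180 s) following compound pin transfer, after a 10 s baseline. Cells: HEK293 Trex line expressing inducible D2 receptor coupled to calcium, dye-loaded after overnight culture at 30 C.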
ERG Ets-DNA blk = qHTS for Small Molecule Inhibitors of the ERG Ets/DNA interaction. Transcriptional regulator ERG (Homo sapiens), P11308. fluorescence polarization, His-ERG Ets domain / labelled DNA. Potency, µM (titrated, usually from 76.9 µM), for inactives: at the top dose FP activity, negative = inhibition, hits mostly inhibitors. 0.028% of 370,000 active. AID 624246, 2012; active = well fitted inhibition curve with a large enough effect in the polarisation, with a control signal flat; inconclusive = small, poorly fitted or top-dose-only effect, or effect the other way, or a change in a side signal; inactive = no such curve, though single readings can be large or run the other way; the % refers to the polarisation;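 also: polarization taken with two DNA probes labelled with fluorescein and Texas red; potency is read from the fitted curve at half-maximal effect; % of control where 0% means no effect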
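His-tagged ERG Ets domain (1 uM in the protein solution; 300mM KCl, 50mM Tris-HCl, 1mM EDTA, 1mM DTT, pH 7.5) received compound, then a probe mix of 5 nM fluorescein-DNA and 100nM Texas-615-DNA. Fluorescence polarization was read for both dyes.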
D2 antagonist = HTS Assay for Allosteric Antagonists of the Human D2 Dopamine Receptor: Primary Screen for Antagonists; HEK293 TREx D2 cells, calcium flux, dopamine EC80; 2% of 340,000 active; AID 485344, 2010; inhibition, % at 10 µM; D(2) dopamine receptor (Homo sapiens), P14416; in the data active = inhibition above about 30%; also: 0% is about no effect
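Tetracycline-induced HEK293 T-REx cells expressing D2 force-coupled to calcium signalling were dye-loaded, exposed to compound for 180 s, then challenged with an EC80 of dopamine; calcium flux was followed kinetically for a further 180 s.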
Glioma ERSR ind = qHTS for Inducers of the Endoplasmic Reticulum Stress Response (ERSR) in Human Glioma: qHTS. U87-MG GRP78 promoter luciferase reporter, 16 h. Potency, µM, for the others: top-dose activation, actives largely listed as activators. 0.02% of 420,000 active. AID 602332, 2012; also: potency is read from the fitted curve at half-maximal effect; series mostly up to about 76 µM; % of control where 0% means no effect; nearly all actives have a fitted effect of over 35% in size
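ERSR induction read as luciferase luminescence (Bright-Glo, 10 min at room temperature) in stably transfected human U87-MG glioma cells exposed to compounds for 16 h, using GRP78 as sensor.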
RGS4 inh = Inhibitors of Regulator of G Protein Signaling (RGS) 4: qHTS; Regulator of G-protein signaling 4 (Homo sapiens), P49798; Transcreener GDP fluorescence polarization, RGS4-accelerated GTP hydrolysis; 0.039% of 390,000 active; Potency, µM (series often up to 114 µM), for inactives: top-dose activity change, negative = inhibition, usual class: inhibitors; also: potency is read from the fitted curve at half-maximal effect; % is scaled to controls: 0 for no effect and ±100 for the full control effect; nearly all actives have a fitted effect of over 75% in size; some results filed as inactive show a strong effect at the top dose
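MLSMR compounds (23 nl, pin-transferred) preincubated 10 min at room temperature with a 500nM (2x) first reagent, then RGS4 at 900nM (2x) plus Transcreener GDP mix added; fluorescence polarization (620/688 nm) read before and after 90 min at 30 °C.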
12-LOX inh = Primary qHTS assay for inhibitors of human arachidonate 12S-lipoxygenase (ALOX12): Round 2; 1.1% of 580,000 active; Potency, µM (titrated, usually from 108 µM), inactives show top-dose activity change, negative = inhibition, hits mostly inhibitors; Polyunsaturated fatty acid lipoxygenase ALOX12 (Homo sapiens), P18054; purified 12hLO, xylenol orange hydroperoxide absorbance; also: potency is read from the fitted curve at half-maximal effect; % is scaled to controls: 0 for no effect and ±100 for the full control effect
Target sequence (P18054 whole entry, looked up): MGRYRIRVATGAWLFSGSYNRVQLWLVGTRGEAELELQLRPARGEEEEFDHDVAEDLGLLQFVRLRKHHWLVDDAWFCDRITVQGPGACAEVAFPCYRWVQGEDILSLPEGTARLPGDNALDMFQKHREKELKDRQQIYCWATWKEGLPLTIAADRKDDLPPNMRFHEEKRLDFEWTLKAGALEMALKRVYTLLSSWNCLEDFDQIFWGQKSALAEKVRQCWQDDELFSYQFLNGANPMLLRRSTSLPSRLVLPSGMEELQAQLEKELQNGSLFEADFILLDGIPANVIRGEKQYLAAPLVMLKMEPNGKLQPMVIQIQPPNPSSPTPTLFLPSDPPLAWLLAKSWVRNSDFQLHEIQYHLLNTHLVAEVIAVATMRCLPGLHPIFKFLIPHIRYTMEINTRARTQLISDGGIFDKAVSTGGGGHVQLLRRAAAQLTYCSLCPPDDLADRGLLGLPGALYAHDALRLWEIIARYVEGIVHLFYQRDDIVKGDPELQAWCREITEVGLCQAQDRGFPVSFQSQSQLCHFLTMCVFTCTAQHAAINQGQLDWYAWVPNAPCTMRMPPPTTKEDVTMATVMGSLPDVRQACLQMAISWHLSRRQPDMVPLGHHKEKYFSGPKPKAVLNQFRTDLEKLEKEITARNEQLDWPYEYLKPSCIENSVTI
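Hydroperoxide product was detected by ferrous iron/xylenol orange as the 573 to 405 nm absorbance ratio. Arachidonic acid at 40 uM (final) was turned over for 30 min at room temperature by 150 nM human 12hLO, pH 7.0 Hepes buffer, after 15 min compound preincubation.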
Vif-A3G inh = qHTS for Inhibitors of Vif-A3G Interactions: qHTS; DNA dC->dU-editing enzyme APOBEC-3G (Homo sapiens), Q9HC16; HeLa A3G-eYFP + Vif (tagged APOBEC3G with the HIV-1 protein that degrades it), YFP fluorescence, overnight; Potency, µM (titrated, usually from 46.1 µM), inactives show top-dose activity, negative = active, usual class: inhibitors; 0.076% of 410,000 active; AID 602310, 2012;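 also: potency is read from the fitted curve at half-maximal effect; % is scaled to controls: 0 for no effect and ±100 for the full control effect; nearly all actives have a fitted effect of over 60% in size; hits raise eYFP signal because A3G escapes Vif-driven loss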
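Read-out is eYFP fluorescence (Ex 488/Em 500-530) from Vif-expressing HeLa A3G-eYFP cells; more signal means A3G escaped Vif-mediated degradation. Cells plated overnight, compound pinned in, incubated overnight at 37 deg C.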
* hit, by the source's call; ? = inconclusive; nt = no result given; [ ] = remark or other dose. Unless noted, calls follow the shape of the dose curve; as a rule, active = well fitted curve in the direction sought with a large enough effect; inconclusive = small, poorly fitted or top-dose-only effect, or another doubt; inactive = no such curve, though single readings can be large; an effect the other way counts as inactive or inconclusive.

SMILES | LDHA block | Vif-APOBEC3F blk | D2 agonist | ERG Ets-DNA blk | D2 antagonist | Glioma ERSR ind | RGS4 inh | 12-LOX inh | Vif-A3G inh
COc1cc(CN2CCCC(CO)(Cc3cccc(Cl)c3)C2)cc2c1OCO2 (centres undefined) | -15.3 | -9.3% | 0.3 | -7.5% | -10.0 | -6.7% | 12.6%[11.4 µM] | -15.0% | 0.4%
C/C(=C\C(=O)c1ccccc1)Nc1ccc(N2CCOCC2)cc1 | 7.7 | -4.4% | 0.1 | -0.9% | -0.2 | 2.6% | -1.4% | ? | -0.6%
COc1ccc(C(=O)N(c2ccc(C)cc2)S(=O)(=O)c2ccc(C)cc2)cc1 | -5.0 | -16.4% | -0.7 | -0.6% | nt | -1.9% | 4.2% | ? | -16.3%
CC(OC(=O)c1cc(Br)ccc1O)C(=O)NC1(C#N)CCCCC1 (centres undefined) | -0.3 | -2.9% | 0.7 | 10.0% | -3.0 | -3.2% | -11.4% | ? | -3.8%
O=C(COC(=O)c1cccc(S(=O)(=O)N2CCOCC2)c1)NCc1ccc2c(c1)OCO2 | -8.9 | 5.6% | nt | -14.7% | nt | 2.4% | 3.9% | -23.2% | 1.4%
COC(=O)[C@]1(C)CCC[C@@]2(C)C3CC[C@@]4(C)C[C@]3(CCC21)CC4=NO (some centres undefined) | 0.5 | -8.1% | -0.7 | -3.1% | 2.6 | -4.3% | -9.0% | -12.7% | -1.4%
CC(C)c1ccc(NC(=O)CSc2nc(=O)n(CCCN3CCOCC3)c3c2CCCC3)cc1 | 0.2 | 7.8% | 1.5 | 15.2% | -11.0 | -1.7% | -13.1% | 3.6% | -3.3%
O=C(CN1CCN(c2ccc([N+](=O)[O-])cc2)CC1)c1ccccc1 | -1.5 | ? | -1.4 | -11.5% | 3.9 | 0.5% | ? | ? | -1.4%
COc1ccc(/C=N/NC(=O)c2ccc(COc3ccccc3Cl)o2)cc1 | -4.6 | 4.2% | 0.0 | -7.7% | 14.7 | -3.7% | -10.8% | 34.8%[activator] | -1.4%
COc1cc(Cl)c(CN2CCC(CO)(CCOc3ccccc3)CC2)cc1OC | 1.2 | 3.1% | 0.9 | 13.2% | 9.4 | 3.6% | 7.8% | 0.0% | 1.8%

2 compounds from above, limited to Vif-A3G inh:
Compound	Vif-A3G inh
COC(=O)[C@]1(C)CCC[C@@]2(C)C3CC[C@@]4(C)C[C@]3(CCC21)CC4=NO (some centres undefined)	-1.4%
CC(C)c1ccc(NC(=O)CSc2nc(=O)n(CCCN3CCOCC3)c3c2CCCC3)cc1	-3.3%

Continuation:
SMILES | LDHA block | Vif-APOBEC3F blk | D2 agonist | ERG Ets-DNA blk | D2 antagonist | Glioma ERSR ind | RGS4 inh | 12-LOX inh | Vif-A3G inh
O=C(N/N=C/c1cccc(OC2CSC2)c1)c1ccccc1O | -23.4 | 3.4% | 0.9 | -8.7% | -2.0 | ? | 6.8% | -13.8% | -6.9%
C=CCN1[C@H](COCc2ccccc2)C=CS1(=O)=O | -19.0 | nt | nt | nt | nt | -4.6% | nt | 14.2% | 2.6%
COc1ccc(Nc2ncnc3c2nc2n3CCCCC2)cc1 | 1.7 | -3.9% | -1.4 | 1.2% | nt | -4.3% | -0.9% | -10.1% | -0.3%
CCCCNS(=O)(=O)c1ccc(S(=O)(=O)NCc2ccncc2)cc1 | -8.4 | -0.4% | -0.4 | nt | 15.6 | -4.0% | -13.5% | 5.0% | 0.7%
Cc1nc(N2CCCC2)c2c(C(=O)Nc3cccc(Cl)c3)c(C)oc2n1 | -4.6 | -6.7% | nt | 0.3% | nt | 1.7% | -4.3% | ? | -1.2%
O=C(CSc1nc2ccsc2c(=O)n1Cc1ccccc1Cl)NCc1ccc(F)cc1 | -5.7 | 6.2% | 1.2 | -13.5% | nt | -2.1% | -11.9% | -2.6% | -0.2%
CCOc1ccc(C=NNC(=O)c2cccc3ccccc23)cc1OCC | -2.7 | -10.4% | nt | -0.2% | nt | -3.7% | 19.1% | 14.6% | 1.5%
CNc1snc(C)c1C(=O)OC(C)C(=O)Nc1ccc(F)cc1 (centres undefined) | -4.2 | -0.1% | -0.2 | -26.1% | -20.8 | -5.8% | -1.6% | 18.5% | 1.9%
C/C=C1\NC(=O)[C@H](C)NC(=O)[C@@H](NC(=O)[C@@H](Cc2ccc(O)cc2)NC(=O)[C@@H](NC(=O)/C(C)=C/C)C(C)C)[C@@H](C)OC(=O)[C@H](CCCCc2ccc(O)cc2)NC(=O)[C@@H](CCC(=O)O)NC1=O | -2.7 | -4.3% | nt | 4.6% | nt | -3.5% | 3.8% | -6.3% | -0.7%
Cc1ccc(-c2cc3ccccc3nc2N2CCCC2)cc1 | -2.4 | -8.0% | 0.9 | -16.5% | -8.8 | -4.5% | -8.4% | 5.3% | 0.3%
CCCc1ccc2oc(C(=O)N3CCC(O)CC3)c(C)c2c1 | -0.7 | -7.1% | -0.8 | -5.0% | 7.9 | 8.8% | -1.0% | -20.5% | 0.7%
COc1ccc(N2CCN(C3CC(=O)N(c4ccc5c(c4)OCCO5)C3=O)CC2)cc1 (centres undefined) | 4.6 | -3.8% | nt | -5.4% | nt | 1.2% | 1.0% | -36.7% | -0.5%
Cc1ccnn1-c1ccc(C(=O)NCC(c2ccco2)N2CCCC2)cc1 (centres undefined) | -1.7 | 0.5% | 0.3 | 16.2% | -12.3 | -1.3% | -10.9% | 6.0% | -0.4%
CCN(c1ccccc1)S(=O)(=O)c1cc(-c2onc(C)c2C)ccc1OC | -1.0 | 5.7% | 0.2 | -1.7% | nt | -1.5% | 2.4% | -15.0% | -24.7%
CCOc1ccc(C(=O)N2CCN(CC(=O)N3CCCC3)CC2)cc1OCC | -4.1 | 3.5% | -0.9 | -11.4% | 9.6 | -1.9% | 16.4% | -13.4% | -4.2%
Cc1cccc(NC(=O)CSc2ncnc3nc[nH]c23)c1C | -1.6 | -4.6% | 0.5 | nt | 14.9 | -4.3% | 17.0% | -23.4% | -0.1%
CCc1cccc(NC(=O)Cn2c(=O)n(CCC(=O)NCc3ccccc3Cl)c(=O)c3sccc32)c1 | -9.4 | nt | -0.4 | 0.2% | nt | nt | -17.8% | ? | nt
CCOc1ccc(NC(=O)c2noc3c2CSc2ccccc2-3)cc1 | -14.6 | -4.0% | 1.4 | 0.2% | nt | ? | 8.3% | -16.5% | 4.3%
CCOC(=O)c1ccc(NC(=O)N2CCN(c3ccccc3OC)CC2)cc1 | -1.9 | 0.9% | -0.9 | -3.7% | -2.6 | -2.4% | 4.9% | -4.4% | 1.7%
Cc1cc(C(=O)C(C)Cl)c(C)n1Cc1ccco1 (centres undefined) | -4.4 | 5.2% | -1.5 | 6.2% | -12.0 | -5.4% | ? | -7.2% | -0.2%
O=C(CSc1nccc(=O)[nH]1)c1c[nH]c2ccccc12 | -3.5 | -20.3% | -0.7 | 16.0% | 10.5 | 7.0% | 21.0% | -2.3% | -6.9%
COc1ccc(C(=O)COC(=O)C(CCSC)NC(=O)COc2ccccc2)c(OC)c1 (centres undefined) | -1.5 | -0.4% | 1.5 | 2.9% | -9.6 | 7.2% | 7.9% | ? | -0.4%
COc1ccccc1NC(=O)COC(=O)c1[nH]c(=O)[nH]c(=O)c1N | 0.5 | -4.6% | nt | 4.3% | nt | 2.8% | -32.3% | ? | -0.3%
O=C(NCCCn1ccnc1)/C(=C\c1cccnc1)NC(=O)c1ccco1 | -4.4 | -7.9% | 0.8 | -0.1% | -2.3 | -2.1% | 7.1% | 0.0% | 3.0%
CCC(=O)NC(c1ccc(Cl)cc1Cl)c1ccc2cccnc2c1O (centres undefined) | 6.2 | -16.7% | -1.2 | 23.8% | -6.4 | -6.4% | 21.1% | ? | -5.8%
N#CCN(CC#N)C(=O)C1c2ccccc2Oc2ccccc21 | -6.8 | -0.8% | 0.2 | -2.2% | -2.8 | -2.9% | -48.1%[56.9 µM] | 7.5% | 2.4%
Cn1c(NC(=O)c2ccc3c(c2)OCO3)cc(=O)n(C)c1=O | -0.7 | -2.6% | 0.8 | 8.4% | -3.2 | 2.2% | 15.9% | ? | -1.0%
COc1ccc(NC(=O)c2sc3nc(C)c(C(=O)Nc4ccc(C)cc4C)c(-c4sccc4C)c3c2N)cc1 | -8.0 | 0.9% | 0.6 | 4.4% | nt | -2.2% | 14.4% | 7.2% | -0.8%

Some of the compounds tested; count on the stated rates, not on these rows.
